Screening results from PubChem BioAssay.
Peg3 imprint: qHTS Assay for Compounds that Induce Erasure of Genomic Imprints | mouse ES Peg3-LacZ reporter, beta-gal luminescence, 40 h | Potency, µM (doses to about 60.7 µM), inactives show at the highest dose activity change, positive = activation, actives largely listed as activators | 0.02% of 110,000 active;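 note: 0% = negative control wells on the plate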
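Gelatin-coated wells received 300 freshly trypsinized female ES cells with a Peg3LacZ-Neo reporter on the maternal allele, then incubated 40 hours at 37C. BetaGlo was added for 5 minutes at room temperature before a single luminescence read.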
p53ts 32C kill: qHTS Screen for Compounds that Selectively Target Cancer Cells with p53 Mutations: Cytotoxicity of p53ts Cells at the Permissive Temperature | H1299-p53A138V at 32C, ATP luminescence viability, 24 h | Potency, µM (top dose mostly 46.1 µM), for the others: at the highest dose activity change, negative = cytotoxicity, actives largely listed as cytotoxic | 0.93% of 130,000 active;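 note: 0% = DMSO and -100% = full killing by reference compound; nearly all actives have a fitted effect of over 55% in size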
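Viability by ATPlite luminescence after 24 h compound treatment (up to 46 uM) at the permissive 32C. Cells are H1299 carrying p53 A138V. Scale runs from DMSO basal to 100 uM tamoxifen as full kill; AC50 from Hill fits.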
p53ts 39C kill: qHTS Screen for Compounds that Selectively Target Cancer Cells with p53 Mutations: Cytotoxicity of p53ts Cells at the Nonpermissive Temperature; Potency, µM (titrated, usually from 46.1 µM), for inactives: at the highest dose activity change, negative = cell killing, hits mostly cytotoxic; H1299-p53A138V viability at 39C, ATP luminescence, 24 h; 1.5% of 130,000 active; note: nearly all actives have a fitted effect of over 55% in size
IkB sig inh: IkB Signaling. AID 445, 2006. Potency, µM (doses to about 57.1 µM), inactives show top-dose IkBa stabilization activation. ABC-DLBCL IkBa-CBG/CBR dual luciferase ratio, 4 h; response scale: scaled: untreated 0%, proteasome inhibitor 100%. 0.04% of 110,000 active; active = well fitted curve in the direction sought with a large enough effect in the signal ratio, not every such curve was filed as active; inconclusive = small, poorly fitted or top-dose-only effect, or a change in a side signal; the % refers to the signal ratio;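 note: the direction sought is a rising ratio; 0% = basal untreated cells and 100% = reference inhibitor full response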
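Luminescence ratio of IκBα-fused green versus native red beetle luciferase in OCI-Ly3 cells, 4 h post-doxycycline with compound; red signal alone, scaled from basal (0%) to zero light (-100%), flagged nonspecific or cytotoxic effects.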
Starred values were filed as active, the others as inactive; ? = inconclusive; / = not tested or not shown; [ ] = remark or other dose. Unless noted, calls come from the whole dose curve; as a rule, active = well fitted curve in the direction sought with a large enough effect; inconclusive = small, poorly fitted or top-dose-only effect, or another doubt; inactive = no such curve, though single readings can be large; an effect the other way counts as inactive or inconclusive. Unless noted, % is set by controls: 0 for no effect and ±100 for the full control effect; potency is the fitted concentration of half-maximal effect.

SMILES	Peg3 imprint	p53ts 32C kill	p53ts 39C kill	IkB sig inh
COc1cc2c(cc1OC)C(c1ccccc1O)N(C1CC(=O)N(c3ccccc3)C1=O)CC2 (stereo unspecified)	-12%	2%	0%	-1.4%
COc1ccc(S(=O)(=O)c2c(C(=O)c3ccc(C)c(C)c3)cnc3ccc(F)cc23)cc1	7%[10.9 µM]	4%	43%[activator]	27%
CN(C)c1ncc2ncc(=O)n(C[C@H]3CCCO3)c2n1	-2%	1%	-2%	-2.3%[11.4 µM]
c1ccc(-c2nnc(-c3ccccn3)nn2)nc1	-56%[inhibitor]	?	?	?
COC(=O)c1ccc(C(=O)OC)c(NC(=O)c2oc(C)nc2C)c1	-10%	6%	16%	-1.5%
O=C(CN1CCN(Cc2ccc(F)cc2Cl)S1(=O)=O)Nc1ccc(F)cc1	-4%[10.9 µM]	-6%	-10%	0.5%
COc1cc2c(cc1OC)-c1cc3nc4ccccc4nc3n1C(C)(C)C2	-23%	-25%	-15%	-0.1%
COc1cccc(/C=N/n2c(CO)nc3ccccc32)c1OC	-12%	10%	3%	-3.8%
CC(=O)N1CCCc2cc(S(=O)(=O)N(C)Cc3ccccc3)ccc21	-13%	-6%	-4%	2.2%
C=Cc1ccc(Cn2c(C(=O)OC)cc3sc(C)cc32)cc1	-9%[10.9 µM]	10%	-35%	2.4%
CCCCn1cc(S(=O)(=O)c2ccc(OC)cc2)c(=O)c2cc(F)c(F)cc21	-6%[10.9 µM]	-7%	-2%	?
O=C(NCCN1CCOCC1)c1cc(=O)[nH]c2ccc(Br)cc12	-3%	-5%	13%	0.9%
COc1cccc(-c2ccc3c(N)c(C(=O)Nc4ccccc4C)sc3n2)c1	-19%[10.9 µM]	12%	0%	?
CCc1c(C(=O)Nc2ccc(OC)cc2)[nH]c(C)c1C(C)=O	-21%	5%	-20%	0.5%
COC(=O)N1CCC2(CCCN(C(c3ccccc3)c3ccccc3)C2)CC1	/	5%	18%	2.7%[11.4 µM]
CCOc1ccc(C(=O)Nc2ccc3nc4c(c(Nc5ccccc5OC)c3c2)CCCC4)cc1	-17%[10.9 µM]	-14%	?	?
Cc1ccc(NC(=O)CN2CCC(C(=O)c3ccc(F)cc3)CC2)cc1	/	-14%	1%	/
Cc1scc(CN2CCN(c3ccc(F)cc3)CC2)c1C	-10%[10.9 µM]	-2%	-28%	?
Cc1ccc(-c2nc3ccc(Br)cn3c2Nc2ccc3c(c2)OCO3)o1	10%[10.9 µM]	-5%	4%	3.5%
CCn1cc(C(=O)N2CCN(c3ccccc3)CC2)c(=O)c2cc(S(=O)(=O)N3CCC(C)CC3)ccc21	2%[10.9 µM]	-5%	11%	0.3%
O=C(Nc1cccc(S(=O)(=O)C(F)F)c1)c1ccc(S(=O)(=O)N2CCOCC2)cc1	-4%	-1%	11%	?
CN1CCN(C(=O)Cn2ncc3c4ccccc4n(Cc4ccc(F)cc4)c3c2=O)CC1	27%[10.9 µM]	15%	2%	?
COc1ccc(CCNC(=O)c2cnn(-c3ccc(C)c(C)c3)c2NC(=O)c2ccco2)cc1OC	-12%	11%	5%	-1.4%
COc1ccc(-n2c(C)c(C(C)=O)c3cc(OC(=O)COc4ccccc4)ccc32)cc1	-5%[10.9 µM]	10%	15%	?
CCOC(=O)CCc1c(C)nc(SCC(=O)O)c(C#N)c1C	-10%	0%	-4%	4.8%
Cc1ccc(-n2ncc(C(=O)N3CCN(C4CCCCC4)CC3)c2C2CCN(C(=O)OC(C)(C)C)CC2)cc1C	-9%[10.9 µM]	10%	-2%	?
CCCC[C@H]1C[C@@H]1[C@@H]1N(P(=O)(c2ccccc2)c2ccccc2)[C@](CO)(c2ccccc2)CC12CC2	-30%	17%	?	/
COc1cc2c3cc1Oc1c(OC)c(OC)cc4c1[C@@H](Cc1ccc(O)c(c1)Oc1ccc(cc1)C[C@@H]3N(C)CC2)CN(C)C4	11%[10.9 µM]	3%[9.22 µM]	16%[9.22 µM]	3.5%[11.4 µM]
O=C(Cn1c(=O)c2ccccc2n(CC(=O)Nc2ccc(F)cc2)c1=O)NCCc1ccccc1	-8%[10.9 µM]	2%	-2%	?
O=C(NC1CCCc2ccccc21)c1cccnc1 (stereo unspecified)	-9%	-1%	3%	1.2%
Cc1ccc(-c2nc(S(=O)(=O)c3ccc(F)cc3)c(SCC(=O)NCC3CCCO3)o2)cc1 (stereo unspecified)	-15%	2%	-13%	0.5%
CCCCCn1c(CN2CCN(c3cccc(Cl)c3)CC2)nc2c1c(=O)[nH]c(=O)n2C	-11%	-18%	11%	?
CC(C)(C)OC(=O)N1CCC(c2c(C(=O)N3CCN(c4ncccn4)CC3)cnn2-c2ccc(F)cc2F)CC1	6%[10.9 µM]	-2%	5%	-0.3%
CC(C)Oc1ccc(C(=O)N(Cc2ccc(N(C)C)cc2)C2CCS(=O)(=O)C2)cc1 (stereo unspecified)	-3%[10.9 µM]	0%	7%	-1.8%
COc1ccc(CCNC(=O)c2ccc(N3CCCC3=O)cc2)cc1OC	-14%	4%	-3%	-1.3%
CCn1ccc2cc(S(=O)(=O)N3CCC(C(=O)NCc4ccc(OC(C)C)cc4)CC3)ccc21	13%[10.9 µM]	1%	-16%	?
CC(C)CN(C)c1nc(N)c(C(=O)N=C(N)N)nc1Cl	-11%	-9%	?	-7.1%
C=CCNC(=O)c1c(N)n(-c2ccc3c(c2)OCO3)c2nc3ccccc3nc12	7%	-7%	5%	-1.1%
O=c1c2[nH]c3ccccc3c2ncn1Cc1ccccn1	-15%	-22%	-16%	1.2%
Cc1ccccc1C(=O)Nc1ccc2oc(-c3ccc(Cl)c(Cl)c3)nc2c1	6%[10.9 µM]	-1%	18%	-3.8%
CC1CN(CCC(=O)Nc2ccc3c(c2)CCC3)CC(C)O1 (stereo unspecified)	-4%	-2%	?	0.4%
COc1cccc(C2CC(=O)Nc3c2c(=O)[nH]c2nc4ccccc4n32)c1 (stereo unspecified)	12%[10.9 µM]	-2%	-11%	1.6%
CCCNC(=O)OC[C@@H]1O[C@H](CCO/N=C\[C@@H](OC)[C@H](C)/C=C\CC(=O)OC)C=C[C@@H]1Oc1ccc(OC)cc1	/	-5%[9.22 µM]	12%[9.22 µM]	/
COc1ccccc1CNC(=O)Cn1nc(C)c2nn(-c3ccc(Cl)cc3)c(C)c2c1=O	-1%[10.9 µM]	5%	-5%	?
CCC(C(=O)NC1CCCC1)N(C(=O)c1snc(C(N)=O)c1N)c1ccc2c(c1)OCCO2 (stereo unspecified)	0%	25%	16%	1.6%
COc1cc2c(=O)nc3n(c2cc1OC)C(c1ccccc1)N=C(N)N3 (stereo unspecified)	0%	0%	13%	1.8%
Cc1ccc(C)c2[nH]c(=O)c(CN(CC3CCCO3)C(=O)NC3CCCCC3)cc12 (stereo unspecified)	6%	7%	10%	-0.4%
CCn1c(=O)c2cc(C(=O)N3CCCC3)sc2c2ccccc21	14%	3%	7%	-2.4%

Four entries from above, field by field.
COc1ccccc1CNC(=O)Cn1nc(C)c2nn(-c3ccc(Cl)cc3)c(C)c2c1=O
  Peg3 imprint: -1%[10.9 µM]
  p53ts 32C kill: 5%
  p53ts 39C kill: -5%
  IkB sig inh: ?
CCC(C(=O)NC1CCCC1)N(C(=O)c1snc(C(N)=O)c1N)c1ccc2c(c1)OCCO2 (stereo unspecified)
  Peg3 imprint: 0%
  p53ts 32C kill: 25%
  p53ts 39C kill: 16%
  IkB sig inh: 1.6%
COc1cc2c(=O)nc3n(c2cc1OC)C(c1ccccc1)N=C(N)N3 (stereo unspecified)
  Peg3 imprint: 0%
  p53ts 32C kill: 0%
  p53ts 39C kill: 13%
  IkB sig inh: 1.8%
Cc1ccc(C)c2[nH]c(=O)c(CN(CC3CCCO3)C(=O)NC3CCCCC3)cc12 (stereo unspecified)
  Peg3 imprint: 6%
  p53ts 32C kill: 7%
  p53ts 39C kill: 10%
  IkB sig inh: -0.4%

Further structures.
SMILES	Peg3 imprint	p53ts 32C kill	p53ts 39C kill	IkB sig inh
CC1(C)CC(=O)C(C=NCCCn2ccnc2)=C(O)C1	-8%	2%	3%	3.3%
Cc1nn(CC(=O)NCCc2ccccc2)c(=O)c2nn(-c3ccccc3)c(C)c12	2%[10.9 µM]	9%	11%	-0.6%
Cc1nccn1-c1c2c(c(C#N)c3nc4ccccc4n13)CCC2	5%	-2%	6%	-0.9%
Cc1cc(C)cc(OCc2ccc(C(=O)O)o2)c1	-79%[inhibitor]	4%	11%	?
CCN(CC)c1nc2ccccc2n2cnnc12	-9%	-3%	-4%	0.3%
COc1ccc(S(=O)(=O)N2CCC(C(=O)Nc3cc(C(F)(F)F)ccc3Cl)CC2)cc1	-19%[10.9 µM]	5%	-8%	?
Cc1ccc(Nc2nc(CSc3nnnn3-c3ccccc3)cc(=O)[nH]2)cc1	-6%	2%	12%	-2.1%
O=C(Cn1c(=O)c2cccn2c2ccc(F)cc21)N1CCN(c2ccccc2)CC1	-21%[10.9 µM]	-5%	10%	-2.2%
COCCCn1c(=N)c(S(=O)(=O)c2ccccc2)cc2c(=O)n3cccc(C)c3nc21	-7%[10.9 µM]	3%	3%	0.6%
O=C(Nc1noc2ccccc12)c1cccc(F)c1	-25%[10.9 µM]	?	?	3.4%
Cc1ccc2oc(=O)c(S(=O)(=O)c3ccc(C(C)(C)C)cc3)cc2c1	?	6%	4%	?
C#Cc1ccc(C(=O)Nc2cc(C(N)=O)ccc2N2CCOCC2)cc1	-1%	1%	0%	-0.7%
CCOC(=O)N1CCC(NC(=O)C2CCN(Cc3nc(-c4ccc(CC)cc4)oc3C)CC2)CC1	-10%	-8%	-5%	3.7%
COc1cc(Cl)c(C)cc1NC(=O)CSc1cc(-c2ccccc2)nc(C)n1	-7%[10.9 µM]	-7%	-26%	0.2%
COc1ccc(N(CN2C(=O)c3ccccc3C2=O)C(=O)C(C)C)cc1	-1%	-5%	-1%	0.5%
Cc1ccc2nc(/C(C#N)=C/c3cccc(Br)c3)[nH]c2c1	-13%[10.9 µM]	?	-25%	-2.3%
COc1ccc(O)cc1	5%	-2%[1.84 µM]	-8%	0.8%
O=C(CCn1cnc2onc(-c3ccc(F)cc3)c2c1=O)Nc1ccc(F)c(Cl)c1	-10%[10.9 µM]	-3%	-23%	?
CCOc1ccc(CNC(=O)c2cnc3sc(N(CC)CC)nn3c2=O)cc1OC	8%[10.9 µM]	-7%	-20%	-1.2%
CCc1ccc(-n2c(SC(CC)C(=O)N(CC)CC)nc3n[nH]c(C)c3c2=N)cc1 (stereo unspecified)	-10%[10.9 µM]	15%	-7%	?
CCOC(=O)c1ccc(NC2=CC(c3ccc(F)cc3)N(c3ccc(C(=O)OCC)cc3)C2=O)cc1 (stereo unspecified)	-5%[10.9 µM]	-4%	26%	2.2%
COc1cc(C(=O)N2CCN(C/C=C/c3ccccc3)CC2)cc(OC)c1OC	/	6%	22%	/
Cc1ccccc1-c1nnc2s/c(=C\c3ccc(N(C)C)cc3)c(=O)n12	19%	-6%	-16%	0.4%
O=C(Nc1cc(-c2nc3cc(Cl)ccc3o2)ccc1Cl)c1cccc2ccccc12	-4%[10.9 µM]	-5%	25%	?
O=C(NC1CCCCCC1)c1cc2n(n1)C(C(F)(F)F)CC(c1ccco1)N2 (stereo unspecified)	16%	-5%	-1%	0.9%
Cc1cc(C)c(C)c(OCc2nc(-c3cccnc3)no2)c1	-21%	3%	0%	-2.6%
CCOC(=O)N1CCN(Cc2nc3cc(NC(=O)c4ccc([N+](=O)[O-])cc4)ccc3n2C(C)C)CC1	-6%[10.9 µM]	?	-30%	?
Cc1cn(C2CCC(CO)O2)c(=O)[nH]c1=O (stereo unspecified)	?	-2%	1%	/
O=C(O)NCc1ccccc1 (tested in a mixture with another compound)	?	9%[9.22 µM]	5%[9.22 µM]	0.1%[11.4 µM]
CCOCCCn1c(SCC(=O)NCCCOC)nc2c(sc3ccccc32)c1=O	-14%[10.9 µM]	-7%	-20%	-1.2%
O=S(NCc1ccccc1)C12CC3CC(CC(C3)C1)C2 (stereo unspecified)	-5%	-1%	-5%	-1.3%
COc1ccc(C2CC(c3ccccc3Cl)Nc3ncnn32)cc1OC (stereo unspecified)	-1%	0%	-7%	-2.1%
